# thrombin 1536 = inhibitors of human thrombin; P00734; alpha-thrombin, Boc-VPR-AMC fluorogenic substrate cleavage; inhibition, % at 5 µM; 220,000 compounds, 0.26% hits; AID 1046;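 active = inhibition at or above 40%; inactive = inhibition below 40%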;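 also: 0% = enzyme with no compound and 100% = wells without enzyme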
#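 System – human alpha-thrombin protein · Reagent – Boc-VPR-AMC substrate, 15 µM final · Compound – 5 µM single dose in 0.2% DMSO · Schedule – reaction at room temperature · Technique – AMC fluorescence at 355 nm excitation and 460 nm emission · Read-out basis – % inhibition relative to enzyme controls and enzyme-free blanks · Control set – no-compound enzyme wells and no-enzyme blanks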
# FXIIa inh 1536 = inhibitors of human coagulation factor XIIa | purified FXIIa, Boc-QGR-AMC fluorogenic substrate, 2 h | inhibition, % at 5 µM | 220,000 compounds, 0.3% hits | AID 800; in the data active = inhibition above about 40%;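 also: 0% = enzyme with no compound and 100% = blank without enzyme; many of its hits are not listed in these tables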
# Runt-SMMHC FRET = Runt domain-CBFb-SMMHC interaction inhibition | Cerulean-Runt/Venus-CBFb-SMMHC FRET ratio 530/480, 1 h | inhibition, % at 20 µM | 220,000 compounds, 0.74% hits;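 active = mean inhibition across duplicate retests at 20 µM reaching about 50%, limit read from the data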;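 also: 0% = DMSO wells and 100% = wells with excess untagged CBFb-SMMHC; inhibitors lower the FRET ratio by blocking Runt binding to CBFb-SMMHC; some results filed as inactive read as strong as hits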
# Wee1 degr inh = blocks degradation of human Wee1 kinase | 220,000 compounds, 1.2% hits | AID 1321 | reporter increase, % at 5 µM | HeLa Luc-Wee1K328M stability, luciferase luminescence; 100% = proteasome inhibitor MG132 effect;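 active = activation above the mean of all tested compounds plus 3 SD, set per screening run, cut at about 8.8% in these data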;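 also: cells exposed to compound for 20 h before luminescence read; 0% = DMSO alone and 100% = MG132 at 30 µM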
# Target sequence (P30291 whole entry K328M): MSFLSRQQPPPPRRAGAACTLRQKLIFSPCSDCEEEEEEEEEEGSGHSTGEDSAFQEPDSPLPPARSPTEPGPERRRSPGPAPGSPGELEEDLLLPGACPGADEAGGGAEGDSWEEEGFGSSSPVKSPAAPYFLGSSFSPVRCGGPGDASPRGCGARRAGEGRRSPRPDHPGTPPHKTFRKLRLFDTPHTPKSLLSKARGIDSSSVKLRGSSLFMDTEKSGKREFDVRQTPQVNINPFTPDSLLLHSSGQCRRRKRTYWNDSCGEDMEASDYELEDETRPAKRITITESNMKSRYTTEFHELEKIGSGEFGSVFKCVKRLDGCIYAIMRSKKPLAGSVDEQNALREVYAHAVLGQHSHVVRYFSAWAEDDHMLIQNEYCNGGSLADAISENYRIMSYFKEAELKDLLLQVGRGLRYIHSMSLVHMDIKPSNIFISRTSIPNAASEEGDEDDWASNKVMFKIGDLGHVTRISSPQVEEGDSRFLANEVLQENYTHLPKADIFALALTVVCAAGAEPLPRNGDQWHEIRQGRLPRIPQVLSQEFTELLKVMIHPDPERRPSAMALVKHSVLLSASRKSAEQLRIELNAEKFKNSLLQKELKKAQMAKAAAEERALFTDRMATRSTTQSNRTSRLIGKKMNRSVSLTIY
# 14-3-3 Bad PPI = disrupts binding of bovine 14-3-3 zeta to phospho-Bad peptide | P63103 | inhibition, % at 21.7 µM | 220,000 compounds, 0.71% hits | TR-FRET 14-3-3zeta/Dy647-pBad peptide displacement, 1 h | AID 781;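 active = inhibition above about 70%, limit read from the data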;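 also: 0% = full 14-3-3 plus peptide FRET controls and 100% = background without 14-3-3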
# Hck-Nef inh = inhibitors of human Hck kinase activated by Nef. P08631. Recombinant Hck-YEEI plus Nef, Z-Lyte FRET kinase assay. inhibition, % at 20 µM. 220,000 compounds, 0.68% hits;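 active = Hck-Nef kinase inhibition above about 50%, limit read from the data; inactive = inhibition below that limit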;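 also: 0% = DMSO with Hck plus Nef and 100% = Hck alone without Nef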
# FXIa inh = inhibitors of human coagulation factor XIa; P03951; purified FXIa, Boc-Glu-Ala-Arg-AMC fluorogenic substrate; inhibition, % at 5 µM; 220,000 compounds, 0.14% hits; AID 798;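 active = inhibition of at least 40%; inactive = inhibition below 40%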;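 also: fluorescence of freed AMC excited at 355 nm; 0% = enzyme without compound and 100% = no enzyme blank; many of its hits are not listed in these tables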
# Runt-CBFb FRET = blocks binding of human RUNX1 Runt domain to CBFb. Q01196+Q13951. Cerulean-Runt/Venus-CBFb FRET ratio 530/480, 1 h. inhibition, % at 20 µM. AID 1496. 220,000 compounds, 0.46% hits;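 active = inhibition over about 50% at 20 µM in the single-dose screen, limit read from the data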;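 also: 0% = DMSO wells and 100% = excess unlabeled CBFb competitor control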
#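 Assay system: Cerulean-Runt domain / Medium: Tris 50 mM pH 7.5, KCl, K2SO4, 0.01% BSA / Timing: protein complex preformed 1 h, compound exposure 1 h, room temperature, dark / Measured by: FRET, excitation 422 nm, emission at 530 and 480 nm / Evaluation: loss of energy transfer signal / Control set: 5 µM unlabeled CBFb as full-inhibition high control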
# hK5 inh = kallikrein 5 (human) inhibition. recombinant hK5, fluorogenic AMC substrate cleavage. inhibition, % at 5 µM. Q9Y337. 210,000 compounds, 0.59% hits;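 active = inhibition of 40% or more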;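 also: 0% = enzyme controls without compound and 100% = no-enzyme blanks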
# Target sequence (Q9Y337 67-293 limits assumed): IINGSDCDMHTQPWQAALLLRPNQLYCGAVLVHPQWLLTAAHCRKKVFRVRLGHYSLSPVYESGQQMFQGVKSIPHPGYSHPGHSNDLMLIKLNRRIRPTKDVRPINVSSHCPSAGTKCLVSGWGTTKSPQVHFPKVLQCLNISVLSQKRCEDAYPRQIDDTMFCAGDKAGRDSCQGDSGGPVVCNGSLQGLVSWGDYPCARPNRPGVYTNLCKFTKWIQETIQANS
# * hit, by the source's call; / = no result given; & = joins results of further samples; [ ] = dose if it differs, or a comment. Random draw from the library; 4.2% or so of the library scored in one or more.
mol	thrombin 1536	FXIIa inh 1536	Runt-SMMHC FRET	Wee1 degr inh	14-3-3 Bad PPI	Hck-Nef inh	FXIa inh	Runt-CBFb FRET	hK5 inh
Cc1cc(N2CCCC2=O)cc(C)c1S(=O)(=O)NCCOc1ccc(C(C)(C)C)cc1	1.1	12.6	-6.4	4.0	0.8	9.9	7.0	-8.3	-9.8
O=C(CSc1nnc2scc(-c3ccccc3)n12)N1CCN(Cc2ccccc2)CC1	-6.4	-5.6	-0.8	-1.4	6.2	-0.7	-5.7	-1.2	0.2
Cc1ccc(/C=N/OC(=O)c2c(C)noc2-c2snnc2C)cc1	3.8	7.4	-5.1	3.1	-0.9	11.8	12.6	-1.7	4.8
O=c1c(-c2ccc3c(c2)OCCO3)c(C(F)(F)F)oc2cc(O)cc(O)c12	5.6	12.0	1.5	2.2	-1.2[fluorescence artefact?]	7.0	2.4	-1.5	0.3
COc1ccccc1C(=O)NN1C(=O)C2C3C=CC(O3)C2C1=O (stereo not given)	1.8	21.3	8.7	-2.0	-1.5	2.4	3.0	3.5	-9.8
COc1ccc(C(c2nnnn2C2CCCCC2)N2CCN(C)CC2)c(OC)c1 (stereo not given)	2.0	2.4	/	7.0	-9.9	28.2	-5.3	/	-1.8
COc1ccccc1C1c2c(C)nn(-c3ccccc3)c2NC(=O)C1NC(=O)c1ccccc1 (stereo not given)	-15.0	8.9	0.7	1.0	15.2[fluorescence artefact?]	2.3	1.0	-3.5	-12.1
CC(C)NC(=O)CSc1c2c(nc3ccccc13)CCCC2	-8.2	10.7	-0.3	-2.2	-11.4	20.4	3.1	1.5	10.4
CCOc1ccc(/C=C2/SC(=S)N(C(C(=O)O)c3ccccc3)C2=O)cc1OCC (stereo not given)	2.2	0.5	-120.9	17.3*	-4.5	62.4*	-2.0	-40.1	-14.9
CCc1cccc(C)c1NC(=O)COC(=O)c1c2c(nc3ccccc13)/C(=C\c1cccs1)CCC2	-6.1	1.9	-24.3	-0.6	-7.5	5.1	2.8	-11.4	-10.8
N#Cc1c(NC(=O)C2CCCO2)sc2c1CCCCC2 (stereo not given)	1.1	9.3	-1.0	4.7	-4.6	0.8	-1.9	-1.0	2.4
Cc1cc(C)nc(N(C#N)S(=O)(=O)c2ccccc2)n1	3.9	-7.0	-0.6	-0.9	57.2[fluorescence artefact?]	-0.8	-9.6	-0.2	-5.7
CCOC(=O)c1c(CN2CCCCC2)oc2ccc(OC)cc12	2.0&-1.1	13.8&13.8	1.6&-2.0	-0.9&4.6	35.0&9.8[fluorescence artefact?]	-1.9&19.5	1.5&4.4	-0.9&-0.5	-4.7&-4.2
CC1CC(C)CN(C(=O)Cn2c(-c3nonc3N)nc3ccccc32)C1 (stereo not given)	-6.0	9.4	2.2	-1.4	-5.0[fluorescence artefact?]	-8.4	3.1	-2.3	-10.9
CCNC(=O)NC(=O)C(C)OC(=O)c1ccc(-n2nc(SC)sc2=S)cc1 (stereo not given)	-13.5	9.8	0.8	-0.7	2.6[fluorescence artefact?]	0.5	1.8	-1.4	19.3
COc1ccc(C2CC(C(F)(F)F)n3nc(C(=O)NCc4c(C)nn(C)c4C)c(Cl)c3N2)cc1 (stereo not given)	3.3	5.9	-6.5	-1.2	-5.2	-4.9	8.8	-2.7	-18.1
COC(=O)C1=C(C)N(c2ccc(C)c(C)c2)/C(=C/c2cccs2)C1=O	0.4	-4.8	-1.1	0.4	7.5	-0.3	-2.6	-4.8	-3.5
Cn1c(SCC#N)nnc1-c1cnccn1	-7.7	2.0	0.3	1.7	-4.7	3.8	-9.9	-3.5	-6.5
COc1ccc(OC)c(NS(=O)(=O)c2ccc(Cl)nc2)c1	7.7	23.1	0.9	3.5	21.8[fluorescence artefact?]	0.2	13.8	0.1	-7.4
O=C(c1ccc2c(c1)OCO2)N1CCNc2ccccc2C1	21.9	4.6	-1.8	0.7	6.7	0.8	7.5	1.4	21.4
O=C(CSc1ncc(S(=O)(=O)c2ccccc2)c(=O)[nH]1)Nc1ccccc1Cl	-7.4	3.9	-0.1	-0.2	-1.6	12.5	-3.8	0.1	-2.0
COc1ccc2c(c1)c1nc3ccccc3nc1n2CC(=O)OC(C)C	2.7	22.5	-14.3	-3.1	11.0	3.6	6.7	-10.5	6.3
CCCC(=O)N(Cc1cc2ccccc2[nH]c1=O)c1ccccc1OC	-0.5	10.5	2.4	-2.4	/	-18.0	1.7	1.6	-10.7
COc1ccc(N2CCN(C(c3nnnn3C3CCCC3)C(C)C)CC2)cc1 (stereo not given)	-5.6	7.1	2.8	-1.0	-14.8	20.4	-0.6	1.3	4.6
COc1ccc(NC(=O)c2nc3nccc(C)n3n2)cn1	-10.3	-0.5	-5.9	0.2	-3.7	1.2	1.1	2.0	-23.6

# An excerpt of these results, with the structure last.
thrombin 1536	FXIIa inh 1536	Runt-SMMHC FRET	Wee1 degr inh	14-3-3 Bad PPI	Hck-Nef inh	FXIa inh	Runt-CBFb FRET	hK5 inh	Compound
-13.5	9.8	0.8	-0.7	2.6[fluorescence artefact?]	0.5	1.8	-1.4	19.3	CCNC(=O)NC(=O)C(C)OC(=O)c1ccc(-n2nc(SC)sc2=S)cc1 (stereo not given)
3.3	5.9	-6.5	-1.2	-5.2	-4.9	8.8	-2.7	-18.1	COc1ccc(C2CC(C(F)(F)F)n3nc(C(=O)NCc4c(C)nn(C)c4C)c(Cl)c3N2)cc1 (stereo not given)

# Continuation:
mol	thrombin 1536	FXIIa inh 1536	Runt-SMMHC FRET	Wee1 degr inh	14-3-3 Bad PPI	Hck-Nef inh	FXIa inh	Runt-CBFb FRET	hK5 inh
COc1cc2c(cc1OC)CN(C(C)C(=O)N1CCc3ccccc31)CC2 (stereo not given)	2.5	-3.4	4.1	3.0	-6.4	2.0	-6.0	4.0	-29.1
CCn1ncc(C(=O)Nc2ccc(S(=O)(=O)N3CCCC3)cc2)c1C	0.8	12.6	-1.9	7.8	0.6	-0.6	-1.0	-0.8	4.7
CCN(c1ccccc1)S(=O)(=O)c1ccc(Cl)c(NC(=O)CSc2ncn[nH]2)c1	2.0	-0.1	-0.8	0.8	-0.3[fluorescence artefact?]	1.9	-4.7	-0.1	17.5
CS(=O)(=O)Nc1ccc(C(=O)N2CCc3ccccc3C2)cc1	4.1	5.8	-0.9	-2.5	-6.6	-1.0	1.6	-0.1	/
O=C(O)c1ccccc1C(=O)N1CCc2c([nH]c3ccccc23)C1C(F)(F)F (stereo not given)	-5.9	3.9	-2.3	-0.8	0.9	0.8	-1.3	0.7	0.7
COc1ccc(NC(=O)Cc2nnc(N)s2)cc1	-1.9	6.4	4.5	1.1	-8.5	9.6	-2.1	0.5	/
COC(=O)c1sc(-c2ccc(Cl)cc2)cc1NC(=O)/C=C/C(=O)O	0.4	6.2	0.6	-1.0	0.1	10.7	4.5	1.6	-2.0
COCCCn1c(-c2ccc(OC)cc2)nc2nc3ccccc3nc21	-5.9	-1.5	1.7	-2.0	-7.5	8.0	-9.6	-0.6	-17.5
COCCNc1nc(C)cc(-c2cc(C(=O)NCc3ccccc3)on2)n1	3.9	10.7	2.0	/	-1.1	29.4	3.3	1.9	3.5
Cc1cc(Br)ccc1OCCCCN1CCC(C)CC1	-9.1	6.6	-0.3	0.9	-12.9[fluorescence artefact?]	3.8	8.1	-1.4	-18.8
COc1cc(CNCCc2ccc(S(N)(=O)=O)cc2)ccc1OCC(=O)NC(C)(C)C	-4.1	-4.0	-0.6	-3.7	0.2	-0.4	-9.1	2.7	13.4
O=S(=O)(/N=C(/Nc1cc(N2CCOCC2)ncn1)c1ccc(F)cc1)c1ccccc1	25.3	-1.6	1.4	2.9	-2.7	-24.7	-14.3	-0.2	-16.6
CC1(C)CC(=O)C/C(=N/NC(=O)c2ccc(-c3ccccc3)cc2)C1	-0.2	7.8	-5.4	6.5	-11.5	3.8	5.5	-1.3	0.8
O=C(CC1SC(=Nc2ccccc2)N(CCCO)C1=O)Nc1ccc(Cl)cc1 (stereo not given)	2.6	15.5	0.1	2.0	8.1	-2.0	3.0	-0.8	-4.0
C(=C\c1nc(-c2ccncc2)no1)/c1ccccc1	-6.9	3.9	2.5	-3.1	-4.2	9.0	-3.0	-2.1	/
CCOC(=O)C(CCCP(=O)(c1ccccc1)c1ccccc1)(NC(C)=O)C(=O)OCC	-1.7	9.4	-0.2	1.1	-4.3	-8.5	3.5	0.7	1.8
COc1cc(C2C(C(=O)c3ccco3)=C(O)C(=O)N2c2cc(C)on2)cc(Br)c1O (stereo not given)	1.1	3.0	3.1	-2.0	/	0.3	-4.8	4.0	1.2
COc1ccc(C2=CSC3=NCCN23)cc1F	14.0	101.1*	2.4	1.0	-0.3	1.2	4.5	2.0	35.9
O=C(COc1ccc(S(=O)(=O)Nc2ccccc2)cc1)NCc1ccncc1	1.7	0.1	0.9	-0.9	-4.8	8.9	-5.1	3.3	-10.7
COCCn1cnc2c1c(=O)n(CC(=O)c1ccc3c(c1)OCCO3)c(=O)n2Cc1ccccc1	-9.1	4.2	-1.1	-2.1	-5.2	26.8	-2.3	0.5	-2.3
COc1ccc(C)cc1NC(=O)CN(c1ccccc1F)S(C)(=O)=O	4.9	18.1	1.3	1.0	1.3	-0.2	7.1	0.1	-5.2
COC(=O)c1ccc(N2C(=O)CC(N(C)Cc3ccccc3)C2=O)cc1 (stereo not given)	-12.5	14.7	-0.4	1.2	-11.9	1.1	-2.5	3.1	-17.2
CN(Cc1cn(C)nc1-c1ccccc1F)CC1CCN(Cc2ccccc2)CC1	-4.8	2.7	2.4	-1.9	6.3	16.0	-1.6	2.1	-0.5
COC(=O)c1cc(C(=O)OC)n(Cc2ccc(Br)cc2)n1	-2.9	-4.6	1.5	0.8	-2.4	1.6	4.2	-1.1	-15.2
Cn1c(=O)c2c(SCC(=O)N3CCOCC3)nc(C3CCCCC3)nc2n(C)c1=O	2.2	5.7	-0.2	-4.0	-9.7	17.2	-7.1	-6.1	-1.3
CCNC(=S)N1CCn2c(nc3ccccc32)C1	-4.0	2.6	-4.8	-0.2	-7.2	-0.3	-2.2	-0.2	-15.1
COc1ccc(S(=O)(=O)N(NC2=NS(=O)(=O)c3ccccc32)C(=O)C(C)C)cc1	2.4	3.2	-0.1	2.9	0.0	22.9	0.1	-2.3	-1.2
O=C(COC(=O)c1ccncc1)Nc1cccc(Cl)c1	-13.1	-6.5	-2.0	-1.1	1.1	1.0	1.5	-0.7	1.4
O=C(CCCNS(=O)(=O)c1cccc2nsnc12)NCc1ccccc1	1.1	13.6	-2.2	0.1	-6.1	0.7	2.9	-0.7	7.1
COc1cc(NC(=O)Cn2nnc(-c3ccccc3N)n2)cc(OC)c1	-5.7	7.0	1.8	1.1	3.6	-0.1	-5.9	-0.9	-1.5
COC(=O)c1ccc(NC(=O)C2CC(=O)N(c3cc(C)ccc3C)C2)cc1 (stereo not given)	3.6	12.2	2.0	-0.8	1.5	0.9	5.8	-1.2	-8.9

# Bioassay records: PubChem, several laboratories
